# Assay outcomes deposited in PubChem BioAssay by The Scripps Research Institute Molecular Screening Center.
# PAD4 inh – human PAD4 inhibitors, primary screen, biochemical, fluorescence polarization, 1536-well format; inhibition, % at 6.36 µM; recombinant PAD4, RCA probe fluorescence polarization; AID 485272, 2010; actives 0.41% (n = 330,000);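 active = percent inhibition above a cutoff equal to the mean of all tested compounds plus 3 SD, cut at about 15% in these data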;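 note: 0% = PAD4 with RCA probe and DMSO and 100% = probe without PAD4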
# PME-1 primary – PME-1 inhibitors via competitive probe labeling, primary screen, biochemical, fluorescence polarization, FP-Rh probe, HTS. Protein phosphatase methylesterase 1 (Homo sapiens), Q9Y570. actives 0.53% (n = 320,000). inhibition, % at 5.9 µM. recombinant PME-1;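 active = inhibition above the campaign mean of all compounds plus 3 SD, cut at about 26% in these data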;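 note: competitive labeling of PME-1 active site by serine hydrolase directed probe; 0% = PME-1 with DMSO and 100% = wells lacking PME-1 enzyme; inhibitors block probe labeling so polarization falls and inhibition rises; many of its hits are not listed in these tables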
# Target sequence (Q9Y570 whole entry, looked up): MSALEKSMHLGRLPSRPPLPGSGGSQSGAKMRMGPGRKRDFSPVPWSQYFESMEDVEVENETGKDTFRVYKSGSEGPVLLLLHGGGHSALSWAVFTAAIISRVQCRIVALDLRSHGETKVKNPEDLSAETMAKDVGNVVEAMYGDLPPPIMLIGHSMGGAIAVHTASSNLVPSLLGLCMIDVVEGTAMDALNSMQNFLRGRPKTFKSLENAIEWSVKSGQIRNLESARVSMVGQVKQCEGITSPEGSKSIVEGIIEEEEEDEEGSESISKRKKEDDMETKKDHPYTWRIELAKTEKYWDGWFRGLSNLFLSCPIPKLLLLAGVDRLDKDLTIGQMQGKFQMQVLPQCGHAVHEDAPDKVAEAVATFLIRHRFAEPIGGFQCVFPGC
# LYPLA2 counter – LYPLA2 inhibitors, primary screen, counter-screen for PME1 inhibitor project, biochemical, fluorescence polarization, FP-Rh probe ABPP; recombinant LYPLA2; Acyl-protein thioesterase 2 (Homo sapiens), O95372; actives 0.38% (n = 320,000); inhibition, % at 5.9 µM;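 active = inhibition above the screen-wide mean plus 3 SD, limit set per campaign, cut at about 26% in these data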;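 note: 0% = LYPLA2 with DMSO and 100% = wells lacking LYPLA2 enzyme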
# pPAFAH inh – pPAFAH enzyme inhibitors, primary screen, biochemical, fluorescence polarization, human. AID 463082, 2010. recombinant pPAFAH, FP-rhodamine probe fluorescence polarization. inhibition, % at 3.39 µM. actives 1.5% (n = 330,000). Platelet-activating factor acetylhydrolase (Homo sapiens), Q13093;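 active = inhibition above the mean inhibition across the screen plus 3 SD, cut at about 25% in these data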;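 note: inhibitors block binding of the rhodamine activity-based probe so polarization drops; 0% = enzyme with DMSO and 100% = wells lacking pPAFAH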
# PAFAH1B2 inh – PAFAH1B2 enzyme inhibitors, primary screen, biochemical, fluorescence polarization, human; AID 492953, 2010; inhibition, % at 3.39 µM; recombinant PAFAH1B2, FP-rhodamine activity probe; actives 1.2% (n = 340,000); Platelet-activating factor acetylhydrolase IB subunit alpha2 (Homo sapiens), P68402;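 active = inhibition above the mean of all tested compounds plus 3 SD, cut at about 24% in these data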;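 note: 0% = enzyme with DMSO and 100% = wells lacking PAFAH1B2; many of its hits are not listed in these tables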
# PAFAH1B3 FP inh – PAFAH1B3 enzyme inhibitors, primary screen, biochemical, fluorescence polarization, human; inhibition, % at 3.39 µM; recombinant PAFAH1B3, FP-rhodamine probe; actives 0.28% (n = 340,000); Platelet-activating factor acetylhydrolase IB subunit alpha1 (Homo sapiens), Q15102; AID 492972, 2010;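 active = inhibition above the screen-wide average of all tested compounds plus 3 SD, cut at about 25% in these data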;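 note: 0% = enzyme with DMSO only and 100% = wells lacking PAFAH1B3 protein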
# Target sequence (Q15102 whole entry, looked up): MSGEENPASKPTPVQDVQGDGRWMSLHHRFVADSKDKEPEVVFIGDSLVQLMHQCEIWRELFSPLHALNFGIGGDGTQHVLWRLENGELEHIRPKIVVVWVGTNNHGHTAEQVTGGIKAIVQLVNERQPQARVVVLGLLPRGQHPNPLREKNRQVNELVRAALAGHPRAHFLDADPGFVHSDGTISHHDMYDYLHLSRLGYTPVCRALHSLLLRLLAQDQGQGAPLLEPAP
# LYPLA1 inh – LYPLA1 inhibitors, primary screen, counter-screen for PME1 inhibitor project, biochemical, fluorescence polarization, FP-Rh probe ABPP; Acyl-protein thioesterase 1 (Homo sapiens), O75608; recombinant LYPLA1; inhibition, % at 5.9 µM; actives 0.16% (n = 320,000); AID 2174, 2009;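 active = inhibition above the mean of all tested compounds plus 3 SD, set per campaign, cut at about 14% in these data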;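 note: inhibitors block serine hydrolase probe labeling of LYPLA1 so polarization falls; 0% = enzyme with DMSO and 100% = wells lacking LYPLA1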
# Target sequence (O75608 whole entry, looked up): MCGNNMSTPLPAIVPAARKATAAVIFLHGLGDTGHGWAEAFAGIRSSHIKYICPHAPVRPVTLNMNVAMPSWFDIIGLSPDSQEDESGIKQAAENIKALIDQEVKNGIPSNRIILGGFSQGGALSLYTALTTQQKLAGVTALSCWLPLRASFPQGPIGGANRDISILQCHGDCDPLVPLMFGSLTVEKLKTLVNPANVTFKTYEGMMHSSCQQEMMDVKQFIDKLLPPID
# PREPL inh – PREPL enzyme inhibitors, primary screen, biochemical, fluorescence polarization | AID 2751, 2010 | inhibition, % at 5.96 µM | recombinant PREPL, fluorescence polarization activity-based probe | Prolyl endopeptidase-like (Homo sapiens), Q4J6C6 | actives 0.68% (n = 320,000); in the data active = inhibition above about 43%;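 note: 0% = enzyme with DMSO and 100% = wells lacking enzyme; many of its hits are not listed in these tables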
# GSTO1 counter – inhibitors of recombinant GSTO1, primary screen, counter-screen for RBBP9 inhibitor project, biochemical, fluorescence polarization; actives 1.1% (n = 300,000); activity-based probe fluorescence polarization; Glutathione S-transferase omega-1 (Homo sapiens), P78417; AID 1974, 2009; inhibition, % at 5.96 µM;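 active = inhibition above the campaign mean inhibition plus 3 SD, cut at about 35% in these data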;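 note: 0% = GSTO1-1 with DMSO and 100% = wells lacking GSTO1-1 enzyme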
# Target sequence (P78417 whole entry, looked up): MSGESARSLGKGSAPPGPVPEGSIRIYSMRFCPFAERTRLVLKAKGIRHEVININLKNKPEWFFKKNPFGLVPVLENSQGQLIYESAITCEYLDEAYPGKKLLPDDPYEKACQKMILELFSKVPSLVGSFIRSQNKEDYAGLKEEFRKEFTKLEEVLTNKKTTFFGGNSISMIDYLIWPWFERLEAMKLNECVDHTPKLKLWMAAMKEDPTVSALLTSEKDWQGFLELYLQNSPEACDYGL
# An asterisk follows results filed as active; · = not tested or not shown. A portion of the library; the hit share may differ from the screen's.
SMILES,PAD4 inh,PME-1 primary,LYPLA2 counter,pPAFAH inh,PAFAH1B2 inh,PAFAH1B3 FP inh,LYPLA1 inh,PREPL inh,GSTO1 counter
COCCN(CCOC)S(=O)(=O)c1ccc(C(=O)NC2CCN(Cc3ccccc3)CC2)cc1,-6.4,2.0,7.4,3.0,2.8,7.6,2.6,3.3,-0.1
CCN(CC)S(=O)(=O)c1ccc2c(c1)c(=O)c(C(=O)NCc1cccs1)cn2C,-3.9,5.2,6.7,4.5,-2.7,1.0,0.0,-12.2,4.8
CCCCn1c(=O)nc2n(-c3ccccc3)c3ccccc3cc-2c1=O,1.8,2.0,5.0,1.9,0.5,-0.2,2.3,4.9,-3.4
COc1cccc(-c2nc(-c3ccc(Br)o3)no2)c1,-2.4,4.1,1.1,0.5,0.7,4.0,-2.3,10.2,-9.4
Cc1ccc2c(C)c(C(=O)NCC(C)(C)N3CCOCC3)oc2c1C,2.6,-2.9,-2.2,6.7,7.8,3.7,-3.0,6.6,0.7
COCCN(C(=O)c1csnn1)C(C(=O)NC1CCCCC1)c1ccc(C)cc1 (stereo unspecified),-1.1,0.3,-1.8,-0.1,2.6,-5.9,-3.0,-0.8,3.5
CCc1ccc(CN(C)C(=O)c2cc(=O)c3ccccc3o2)cc1,1.7,3.2,-5.0,1.3,2.2,5.5,1.1,8.3,3.6
CC(Sc1nnc(-c2cccnc2)o1)C(=O)NC1CCCC1 (stereo unspecified),-7.7,-1.6,2.3,-1.0,-1.2,-0.2,-0.6,1.2,·
CC(C)(C)NS(=O)(=O)c1ccc(CCC(=O)N2CCCCC2)cc1,-5.7,-2.6,-1.7,3.6,4.3,6.1,-1.7,-2.9,8.2
COc1ccc(/C=C2/C(=O)N=C3SCCN32)cc1,-2.5,3.0,0.0,3.2,7.2,8.4,2.4,7.1,1.4
Cc1cc(OCC(=O)Nc2nnc(C3CC3)s2)ccc1[N+](=O)[O-],-4.7,1.8,4.3,2.9,0.7,9.1,3.4,1.0,-5.8
O=C(c1cc2sccc2n1Cc1ccc(F)cc1)N1CCN(c2nc3ccccc3s2)CC1,2.5,-2.9,1.9,2.7,-2.9,-7.8,0.0,-8.1,-10.7
O=[N+]([O-])c1ccc(-c2ccc(/C=N/Nc3nc(N4CCCC4)nc(N4CCCC4)n3)o2)cc1,-3.1,-2.0,-0.3,2.6,0.2,1.8,-2.8,12.7,-2.2
N#Cc1ccsc1NC(=O)CN1CCN(S(=O)(=O)c2cc(Cl)ccc2Cl)CC1,-0.4,1.0,1.2,3.0,2.9,-5.5,-7.8,12.1,3.0
O=C(COc1ccc(Cl)cc1Cl)N/N=C/c1cccnc1,4.1,-4.0,1.6,0.0,5.1,3.5,-4.1,-13.3,3.4
CCOc1cc2[nH]c(=O)n(CCC(=O)N3CCN(c4ccccc4OC)CC3)c(=O)c2cc1OCC,-2.8,-1.9,5.8,7.0,1.0,5.7,1.3,5.2,-3.5
Nc1c(C(=O)NCc2ccccc2)c2nc3ccccc3nc2n1-c1ccc2c(c1)OCO2,1.8,6.9,4.3,2.1,4.3,4.6,1.8,16.6,5.4
C=CCC[C@H](Cc1ccc(F)cc1)C(=O)OC[C@@H](NC(=O)[C@@H](CC=C)CC(=O)N[C@@H](CO)Cc1ccccc1)C(C)(C)C,-1.0,·,·,-0.9,4.1,-2.2,·,14.8,·
COc1ccc([N+](=O)[O-])cc1NS(=O)(=O)c1ccc(Cl)c(C(=O)Nc2sc3c(c2C#N)CCCCC3)c1,-1.3,-7.0,-4.4,3.2,·,·,2.1,6.5,-4.1
COc1ccc(NC(=O)Nc2ccc3c(c2)C(=O)N([C@H](C)CO)C[C@H](C)[C@@H](CN(C)S(=O)(=O)c2cccs2)O3)cc1,0.5,·,·,13.2,3.9,11.9,·,37.8,·
COC(=O)CN1C(=S)N(C)C(=O)C1CC(=O)Nc1ccccc1 (stereo unspecified),-6.6,3.6,2.3,4.0,0.8,2.9,-2.2,-3.9,-1.0
COc1cccc(CN(C)C(=O)CSc2nc3ccccc3[nH]2)c1OC,3.5,-6.0,7.5,-0.8,5.0,-2.8,0.4,-5.5,10.7
COc1ccc2nc(Nc3nc(C)c(CCC(C)C)c(=O)[nH]3)nc(C)c2c1,-0.5,-12.3,-7.7,1.4,-9.6,8.1,0.1,-6.1,-3.8
O=C1CCN(Cc2ccccc2)S(=O)(=O)c2c(F)cc(F)cc21,-1.5,-3.7,-5.8,3.9,5.8,16.3,-6.5,-5.8,·
COc1cccc(CC2(CO)CCCN(Cc3ccc(OC)c(C)c3OC)C2)c1 (stereo unspecified),-0.4,-1.2,-2.7,0.1,-5.5,5.9,-2.1,14.2,1.7

# The final 2 entries of the section above open the next one:
SMILES,PAD4 inh,PME-1 primary,LYPLA2 counter,pPAFAH inh,PAFAH1B2 inh,PAFAH1B3 FP inh,LYPLA1 inh,PREPL inh,GSTO1 counter
O=C1CCN(Cc2ccccc2)S(=O)(=O)c2c(F)cc(F)cc21,-1.5,-3.7,-5.8,3.9,5.8,16.3,-6.5,-5.8,·
COc1cccc(CC2(CO)CCCN(Cc3ccc(OC)c(C)c3OC)C2)c1 (stereo unspecified),-0.4,-1.2,-2.7,0.1,-5.5,5.9,-2.1,14.2,1.7
Cc1ccc(C)c(NC(=O)CSc2cccc3cccnc23)c1,-1.3,7.4,2.1,-4.0,6.0,3.4,-1.6,1.6,-1.5
O=C(O)CCCN=C1NC2(CCCC2)Cc2ccccc21,2.8,2.9,-4.9,0.6,0.3,0.9,-1.0,21.7,-2.5
CSCC[C@H](NC(=O)OC(C)(C)C)C(=O)N/N=C/c1cc2ccc(C)cc2nc1Cl,-2.6,-7.2,-3.0,2.6,1.6,2.9,-0.6,15.0,3.1
CCC(O)(c1ccccc1)C(CN1CCOCC1)c1ccccc1 (stereo unspecified),-4.3,-7.6,3.6,-2.0,1.1,6.8,-2.5,9.8,-2.1
Clc1cccc(CNCCNCc2cccc(Cl)c2)c1,0.4,-1.8,-7.5,-3.3,1.7,-0.8,-1.3,-1.4,-3.2
CCOC(=O)c1c(NC(=O)COc2cccc3c2CCN(Cc2ccc(F)cc2)C3=O)sc2c1CCC2,-1.3,-4.6,-4.0,6.0,·,·,-2.3,-1.5,2.0
O=C(NCC1CCCO1)c1cccc(Oc2ccc([N+](=O)[O-])cc2Cl)c1 (stereo unspecified),-1.2,6.6,20.0,5.1,2.2,5.4,-2.4,22.9,1.6
Cc1ccc(C(=O)CSc2nc3ccccc3c(=O)[nH]2)cc1,3.2,-6.6,3.0,-3.3,4.0,1.1,-0.5,13.8,-5.8
COc1ccc(NC(=O)N2CCN(S(C)(=O)=O)CC2)cc1OC,-2.5,-0.6,6.7,-2.0,3.7,6.3,2.9,5.3,9.3
CCCc1nc2nc(C)c(NS(=O)(=O)c3ccc4c(c3)CCCC4)c(=O)n2[nH]1,1.4,0.2,0.6,5.9,5.1,7.8,0.8,0.7,-24.2
O=C1CC(c2ccco2)Sc2nc3ccccc3n21 (stereo unspecified),-1.8,-0.2,-1.5,6.5,-0.9,12.9,-1.3,2.0,2.4
COc1ccc(C(=O)O/N=C(\N)c2ccc(OC)c(OC)c2)cc1,12.5,-3.5,-15.3,-1.2,2.4,7.4,-6.1,3.2,-4.3
O=C(O)CC(NC(=O)Cc1ccc([N+](=O)[O-])cc1)c1ccc2c(c1)OCO2 (stereo unspecified),-4.0,-0.3,-0.8,5.3,-2.7,4.7,-0.3,-4.6,6.3
Cc1cccn2c(=O)c3cc(S(=O)(=O)c4ccccc4)c(=N)n(Cc4cccnc4)c3nc12,-10.0,-2.2,-0.1,3.5,5.5,10.1,-0.5,-9.5,4.8
COc1ccc(C)c2sc(NC(=O)C3CC3)nc12,-2.1,-4.8,-4.3,-7.2,-0.2,1.4,-1.5,-13.3,-0.3
O=C(Cn1c(=O)oc2ccccc21)Nc1nnc(N2CCCCCC2)s1,-1.9,-1.9,0.8,3.7,-1.1,12.7,5.7,14.3,7.0
O=Cc1cc([N+](=O)[O-])ccc1N1CCOCC1,4.0,-5.7,5.8,0.0,-1.2,-3.3,1.0,8.2,-1.4
NC(=O)COc1ncn(-c2ccccc2)n1,-0.1,-1.4,6.0,-0.9,4.8,11.4,-0.6,29.3,3.1
CCCCn1nnc(NC(=S)NC(=O)c2ccc(OCC)c([N+](=O)[O-])c2)n1,-2.7,-3.0,7.8,0.6,4.8,10.7,0.3,6.0,-2.0
CCOC(=O)[C@H]1[C@H]2COc3ccccc3[C@@H]2N2C(=O)c3c(C)cc(C)cc3NC(=O)[C@@]12C,0.2,7.3,4.4,1.9,3.5,0.4,-3.3,15.4,-0.5
c1ccc(-c2nnc3sc(-c4cc5ccccc5o4)nn23)cc1,-1.5,-6.9,4.9,1.7,-2.6,8.8,-2.4,-12.6,-0.6
COc1cc(OC)c(C(=O)Nc2cccnc2)cc1OC,-0.7,0.0,-3.8,-2.1,-1.6,0.7,2.2,-3.0,-4.0
Clc1ccccc1OCc1nc(-c2ccc(Br)o2)no1,0.7,0.8,3.4,-4.8,4.8,8.3,-3.0,8.0,3.4
CN1CCN(C(=O)Cn2c(C(F)(F)F)nc3ccccc32)CC1,-1.2,-1.3,-7.8,5.8,2.8,3.4,-1.1,-2.8,-1.2
COc1ccc(N2CCN(C(=S)NCCc3ccccc3)CC2)cc1,-0.8,-6.0,8.7,6.0,-0.4,1.7,3.8,-19.1,-4.4
# Next section.
SMILES,PAD4 inh,PME-1 primary,LYPLA2 counter,pPAFAH inh,PAFAH1B2 inh,PAFAH1B3 FP inh,LYPLA1 inh,PREPL inh,GSTO1 counter
CCN1CCN(C(=O)/C=C\C(=O)O)CC1,1.4,0.0,-1.3,0.0,6.6,3.1,-0.4,-3.6,9.1
NS(=O)(=O)c1cccc(NC(=O)c2cccc(N3C(=O)c4ccccc4C3=O)c2)c1,-8.1,·,·,-3.2,3.9,5.3,·,20.8,·
O=S(=O)(Nc1cccc(-c2ccc(N3CCCCCC3)nn2)c1)c1ccccc1Cl,-5.8,2.8,-14.2,29.3*,20.8,-0.8,-5.5,-4.3,0.2
O=C(COc1cccnc1[N+](=O)[O-])Nc1cccc(S(=O)(=O)N2CCCCC2)c1,-2.5,5.7,8.1,5.5,2.0,3.1,-0.7,-0.7,3.5
COc1ccc(NC(=O)Cn2nnc(C(=O)Nc3ccccc3C)c2N)cc1,-5.5,6.4,1.1,-1.3,1.8,-3.5,-1.5,-1.2,1.1
O=C(c1ccccc1)N(CCN1CCOCC1)C1(C(=O)Nc2ccccc2)CCCCC1,-3.0,-6.5,6.3,5.0,-6.8,1.5,3.8,-1.2,4.2
COC(=O)c1ccc(C23CC4(C2)[C@H](CN(Cc2ccc(C(F)(F)F)cc2)[C@@H]4c2ccccc2)C3c2ccc(Cl)nc2)cc1 (stereo partly specified),3.5,-7.0,-6.2,-7.3,·,·,-2.3,-15.5,-1.1
